Screens: PubChem BioAssay, National Center for Advancing Translational Sciences (NCATS)
Glioma ERSR ind – induces the endoplasmic reticulum stress response in human glioma cells | 420,000 compounds, 0.02% hits | U87-MG GRP78 promoter luciferase reporter, 16 h | Potency, µM, for the others: top-dose activation, usual class: activators; further: potency means the concentration at half of the fitted maximal effect; series mostly up to about 76 µM; % of control where 0% means no effect; nearly all actives have a fitted effect of over 35% in size
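Stably transfected U87-MG human glioma cells carrying a GRP78-based luminescent sensor were seeded at 1000 cells/well, pin-dosed with compounds and incubated 16 h. Luciferase reagent was then added, and end-point luminescence was read after 10 min at room temperature.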
USP1 inh – USP1/UAF1 (human) deubiquitinase inhibition; AID 743255; Potency, µM (titrated, usually from 57.1 µM), without a hit: top-dose activity change, negative = inhibition, most hits filed as inhibitors; recombinant USP1/UAF1, Ub-Rhodamine cleavage fluorescence; 390,000 compounds, 0.23% hits; further: potency means the concentration at half of the fitted maximal effect; on the % scale 0 is the no-effect control and ±100 the full control effect; nearly all actives have a fitted effect of over 60% in size; inactives centre near -12
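USP1/UAF1 complex (1 nM) preincubated 15 min at room temperature with compound, then Ub-Rho substrate (150 nM final) added. Kinetic fluorescence at 480/540 nm over 6 reads at 60 s intervals; 50 mM HEPES pH 7.8, 0.5 mM EDTA, 0.1 mg/ml BSA, 1 mM TCEP, 0.01% Tween-20.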
LDHA inh – LDHA (human) enzyme inhibition | activity change, % (values are at about 110 or 230 µM) | P00338 | purified LDHA, NADH/diaphorase-resazurin fluorescence; active compounds read low | 480,000 compounds, 0.15% hits; in the data active means activity change below about -30%; inconclusive means mostly about -25% to -30%;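 further: plate controls were DMSO wells for no effect and wells without enzyme for full effect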
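Resorufin fluorescence (ex540/em590), read at 0 and 20 min after diaphorase/resazurin addition, reports the NADH left after a 5 min room-temperature reaction of 2 nM human LDH5 with 0.06 mM NADH and 0.2 mM pyruvate.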
TrxR1 inh – rat TrxR1 inhibition. 390,000 compounds, 1% hits. O89049. Potency, µM (highest dose often 114 µM), without a hit: at the top dose activity change, negative = inhibition, usual class: inhibitors. recombinant rTrxR1, NADPH fluorescence consumption, selenite substrate. AID 588453; further: potency means the concentration at half of the fitted maximal effect; on the % scale 0 is the no-effect control and ±100 the full control effect; nearly all actives have a fitted effect of over 65% in size
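Rat TrxR1 (90 nM in the dispensed reagent) was pre-reduced with 400 uM NADPH for 5 min at room temperature, then incubated with compound for 15 min. After 400 uM selenite was added, NADPH fluorescence (Ex 340/Em 450 nm) was followed for 8 min.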
Vif-A3G inh – blocks the Vif interaction with human APOBEC3G. 410,000 compounds, 0.076% hits. Q9HC16. AID 602310. Potency, µM (doses to about 46.1 µM), inactives show at the highest dose activity, negative = active, usual class: inhibitors. HeLa A3G-eYFP + Vif (tagged APOBEC3G with the HIV-1 protein that degrades it), YFP fluorescence, overnight;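 further: potency means the concentration at half of the fitted maximal effect; on the % scale 0 is the no-effect control and ±100 the full control effect; nearly all actives have a fitted effect of over 60% in size; hits raise eYFP signal because A3G escapes Vif-driven loss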
Target sequence (Q9HC16 whole entry, looked up): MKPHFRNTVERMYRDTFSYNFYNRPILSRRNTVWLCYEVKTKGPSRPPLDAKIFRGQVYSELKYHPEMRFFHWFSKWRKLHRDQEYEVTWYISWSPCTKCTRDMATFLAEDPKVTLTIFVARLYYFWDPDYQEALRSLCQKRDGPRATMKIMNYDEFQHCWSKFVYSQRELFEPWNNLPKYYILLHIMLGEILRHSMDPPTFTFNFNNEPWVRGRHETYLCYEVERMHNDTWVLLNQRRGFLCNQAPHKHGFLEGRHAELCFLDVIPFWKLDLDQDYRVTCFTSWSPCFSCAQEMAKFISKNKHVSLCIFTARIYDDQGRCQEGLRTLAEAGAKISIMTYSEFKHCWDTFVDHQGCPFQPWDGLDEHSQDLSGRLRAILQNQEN
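Read-out is eYFP fluorescence (Ex 488/Em 500-530) from Vif-expressing HeLa A3G-eYFP cells; more signal means A3G escaped Vif-mediated degradation. Cells plated overnight, compound pinned in, incubated overnight at 37 deg C.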
Vif-A3F inh – blocks the Vif interaction with APOBEC3F; HeLa A3F-eYFP + Vif (tagged APOBEC3F with the HIV-1 protein that degrades it), YFP fluorescence increase; 390,000 compounds, 0.2% hits; Potency, µM (titrated, usually from 46.1 µM), without a hit: at the highest dose activity, negative = active; AID 602313; further: potency means the concentration at half of the fitted maximal effect; % of control where 0% means no effect; nearly all actives have a fitted effect of over 65% in size
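HeLa cells stably expressing Vif plus C-terminally eYFP-tagged A3F were seeded, incubated overnight at 37 deg C, dosed with compound, incubated overnight again at 37 deg C. Yellow fluorescence (Ex 488/Em 500-530) reported blocked Vif-mediated A3F-eYFP degradation.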
TrxR1 substrate – is turned over as a substrate by rat TrxR1; 390,000 compounds, 0.01% hits; purified TrxR1 substrate turnover, NADPH consumption readout; Potency, µM (top dose mostly 114 µM), inactives show at the highest dose activity change, negative = substrate turnover; further: potency means the concentration at half of the fitted maximal effect; on the % scale 0 is the no-effect control and ±100 the full control effect; nearly all actives have a fitted effect of over 50% in size
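Rat TrxR1, dispensed at 90 nM, was prereduced with 400 uM NADPH (final) for 5 min at ~22 deg C, then incubated with compound 15 min before 400 uM selenite. A first-read NADPH fluorescence drop versus no-compound background flagged substrates.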
RGS4 inhibitor – blocks human RGS4-accelerated GTP hydrolysis; P49798; Transcreener GDP fluorescence polarization, RGS4-accelerated GTP hydrolysis; Potency, µM (doses to about 114 µM), for the others: at the highest dose activity change, negative = inhibition, most hits filed as inhibitors; 390,000 compounds, 0.039% hits; further: potency means the concentration at half of the fitted maximal effect; on the % scale 0 is the no-effect control and ±100 the full control effect; nearly all actives have a fitted effect of over 75% in size; some results filed as inactive show a strong effect at the top dose
Target sequence (P49798 whole entry, looked up): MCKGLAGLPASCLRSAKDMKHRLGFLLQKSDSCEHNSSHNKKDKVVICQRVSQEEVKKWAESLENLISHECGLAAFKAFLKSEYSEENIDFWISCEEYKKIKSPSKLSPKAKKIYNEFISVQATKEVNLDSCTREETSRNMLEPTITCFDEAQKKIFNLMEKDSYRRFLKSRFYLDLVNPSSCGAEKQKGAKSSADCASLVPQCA
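MLSMR compounds (23 nl, pin-transferred) preincubated 10 min at room temperature with a 500nM (2x) first reagent, then RGS4 at 900nM (2x) plus Transcreener GDP mix added; fluorescence polarization (620/688 nm) read before and after 90 min at 30 °C.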
mIDH1 inhibitor – blocks human mutant IDH1 R132H enzyme; 390,000 compounds, 0.093% hits; Potency, µM (series often up to 76.6 µM), for the others: top-dose activity change, negative = inhibition, actives largely listed as inhibitors; O75874; IDH1-R132H enzyme, NADPH consumption, diaphorase/resazurin fluorescence; AID 602179; further: potency means the concentration at half of the fitted maximal effect; on the % scale 0 is the no-effect control and ±100 the full control effect; nearly all actives have a fitted effect of over 65% in size
Target sequence (O75874 whole entry R132H, stated change not applied): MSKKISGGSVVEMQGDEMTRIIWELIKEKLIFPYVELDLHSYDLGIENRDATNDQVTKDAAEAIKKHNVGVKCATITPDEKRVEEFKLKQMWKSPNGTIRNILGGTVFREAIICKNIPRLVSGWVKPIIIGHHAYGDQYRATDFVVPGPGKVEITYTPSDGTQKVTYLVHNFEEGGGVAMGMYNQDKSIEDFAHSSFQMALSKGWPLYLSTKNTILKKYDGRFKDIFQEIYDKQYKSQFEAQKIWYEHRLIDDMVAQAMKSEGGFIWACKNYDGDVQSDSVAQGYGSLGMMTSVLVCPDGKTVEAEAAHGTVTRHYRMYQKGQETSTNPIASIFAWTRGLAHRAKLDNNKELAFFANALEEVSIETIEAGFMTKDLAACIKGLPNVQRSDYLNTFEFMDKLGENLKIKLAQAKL
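IDH1-R132H (0.5 ug/mL dispensed) in pH 7.5 Tris buffer was preincubated 30 min with compound, then given a substrate mix of 0.016 mM NADPH and 2 mM alpha-KG for 80 min at room temperature; remaining NADPH was read by diaphorase/resazurin fluorescence.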
* = called active by the depositor; ? = inconclusive; · = no result given; & = joins results of further samples; [ ] = another dose, or the depositor's remark. Unless noted, the call rests on the fitted dose curve; in most records, active means well fitted curve in the direction sought with a large enough effect; inconclusive means small, poorly fitted or top-dose-only effect, or another doubt; inactive means no such curve, though single readings can be large; an effect the other way counts as inactive or inconclusive.

SMILES	Glioma ERSR ind	USP1 inh	LDHA inh	TrxR1 inh	Vif-A3G inh	Vif-A3F inh	TrxR1 substrate	RGS4 inhibitor	mIDH1 inhibitor
O=C(Nc1cccc(S(=O)(=O)NC2=NCCCCC2)c1)c1cc(-c2ccccc2)nc2ccccc12	-4.2%	-3.5%	-5.8	12.3%	0.7%	-12.2%	-3.9%	25.3%	-8.8%
CCc1ccc(-c2cc(C)no2)cc1S(=O)(=O)Nc1ccc(Cl)cn1	-0.5%&-2.7%	-1.4%&-32.5%	-3.2&-3.2	-6.4%	-1.5%&-4.9%	2.1%&-4.7%	-8.6%	7.4%[11.4 µM]	-14.9%&-21.0%
CC(=O)N1N=C(c2ccc(C)o2)CC1c1ccc(F)cc1 (stereo not given)	2.0%	-9.7%	-9.7	-13.6%	1.5%	1.8%	-11.3%	12.2%	3.6%
Cc1oc2ccc(O)c(CN3CCN(C)CC3)c2c1C(=O)Nc1cccc(Cl)c1C	-2.2%	-15.1%	-5.9	8.4%	3.0%	5.2%	-4.3%	14.1%	38.6%[activator]
CN(CCCNC(=O)C1CCN(S(=O)(=O)N2CCC3(CC2)OCCO3)CC1)Cc1ccccc1	-5.3%	-13.4%	-5.3	2.2%	-1.4%	1.7%	7.3%[57.1 µM]	-2.0%	-0.8%
Cc1ccc(C)c(-n2cc(CNCCc3cnccn3)c(-c3ccccc3)n2)c1	-6.2%	-16.7%	1.1	6.7%	-3.2%	0.7%	4.0%	-23.6%	-1.1%
Cc1cc(NC(=O)COc2ccc([N+](=O)[O-])cc2)no1	5.7%	-14.2%	-14.4	19.7%	-2.2%	-0.4%	-2.1%	-4.2%	-16.1%
CCCCCCc1cc2cc(-c3nnc(-c4ccccc4O)o3)c(=O)oc2cc1O	-3.6%	8.91µM*	1.2	2.9%	3.16µM*	?	8.0%	-9.0%	1.7%
Cc1cc(C(=O)COC(=O)c2ccc(Cl)c(S(N)(=O)=O)c2)c(C)n1C1CC1	-0.8%	-24.4%	2.0	-10.1%	-0.4%	10.2%	-11.1%	3.4%	7.2%
C/C(=N/NC(=O)c1ccncc1)C1=C(O)CC(C)(C)CC1=O	-3.3%	-2.2%	-12.3	30.3%[57.1 µM]	-1.3%	-17.4%	16.1%[57.1 µM]	-11.4%	12.0%
O=[N+]([O-])c1ccc2cn(-c3ccccc3)nc2c1	3.2%	1.9%	-3.8	7.0%	-0.7%	-19.1%	-2.9%	21.5%	7.5%
O=c1oc(Cc2ccccc2)nc2ccccc12	4.8%	-8.7%	-2.5	18.1%	-5.6%	1.4%	1.8%	-2.9%	5.6%
O=C(CCNS(=O)(=O)c1ccc(Cl)cc1)N1CCN(c2ncccn2)CC1	-4.4%	-19.7%	-8.0	-4.9%	-1.2%	-5.5%	-4.4%	-5.6%	4.1%
O=C1CCCCN1CCCC(=O)N1CCCC(Nc2ccc(F)c(F)c2)C1 (stereo not given)	0.0%	4.3%	4.8	-16.7%	-2.7%	-5.4%	-10.2%	-1.9%	2.2%
CSc1ncc(Cl)c(C(=O)Nc2ccccc2Br)n1	-3.6%	-29.2%	-7.8	22.9%	-3.3%	-8.4%	5.3%	6.2%	-8.6%
Cc1ccc(CNC(=O)c2cc(C3CC3)nc3c2c(C)nn3-c2cccc(Cl)c2C)cc1	-3.0%	-7.0%	-4.2	35.1%	-0.9%	2.0%	10.1%	-2.7%	-15.5%
COc1ccc(CCNc2nc3c(-c4cccc(C(F)(F)F)c4)nnn3c3ccccc23)cc1OC	-1.9%	?	-3.0	7.1%	0.0%	2.2%	13.7%	6.2%	-6.2%
CCOC(=O)C1=CN(Cc2cccc(-c3cccnc3)c2)S(=O)(=O)N(C)C1C (stereo not given)	-2.0%	-12.0%	-3.5	19.2%	3.7%	6.8%	-1.6%	12.8%	2.3%[38.3 µM]
O=C(COC(=O)CNS(=O)(=O)c1ccc(F)c(F)c1F)NC1CCCC1	-4.1%	-12.9%	2.9	9.4%	0.3%	-6.7%	2.9%	-27.2%	2.3%
CCCCN1CC(=O)N2[C@H]3c4cc(C)ccc4OC[C@@H]3[C@H](c3ccccc3)[C@]2(C)C1=O	3.5%	-4.9%	-0.4	18.2%[57.1 µM]	0.2%	4.9%	-6.5%	2.7%	-17.1%
CC(=O)NC12CC3CC(C1)CC(C(=O)OCC(=O)c1ccc4c(c1)OCCO4)(C3)C2	-9.6%	-21.6%	3.8	-8.0%[57.1 µM]	0.4%	2.1%	5.7%[57.1 µM]	1.5%	2.7%
COC(=O)c1ccc(-c2noc(CN(Cc3ccncc3)CC3CCCO3)n2)cc1 (stereo not given)	-1.1%	-22.7%	-11.2	16.8%	2.1%	-2.6%	-0.8%	21.8%	7.7%
CCOc1cccc(C(=O)NNC(=O)C2C3C=CC(C3)C2C(=O)O)c1 (stereo not given)	1.3%	-16.0%	-3.5	13.0%	-3.6%	2.9%	3.1%	18.5%	-2.1%
Cc1ccc(S(=O)(=O)c2nnn3c2nc(NC2CCCCC2)c2sccc23)cc1C	·	-21.2%	-5.2	29.9%	·	·	32.4%	14.2%	·
COc1cccc(CN2C(=O)c3ccccc3C2C(=O)NCC2CCCO2)c1 (stereo not given)	-3.3%	-0.4%	-8.2	6.6%[57.1 µM]	-1.1%	1.5%	6.4%[57.1 µM]	17.0%	-1.4%
COc1cc(OC)c(/C=N/N2CCN(c3ccccc3OC)CC2)c(OC)c1	0.6%	-10.5%	0.8	30.6%	0.5%	-1.5%	2.9%	7.8%	5.8%
CCC(C)(C)n1nnnc1C(c1cccc(C#N)c1)N1CCN(c2cccc(C)c2C)CC1 (stereo not given)	-0.8%	?	-5.8	15.2%	-7.5%	0.4%	6.6%	34.3%	0.5%
Cc1cc(S(=O)(=O)N2CCCC(C)C2)ccc1-n1cnnn1 (stereo not given)	0.0%	-3.9%	-10.4	12.0%[57.1 µM]	-4.0%	-1.2%	7.1%[0.0914 µM]	11.7%	-0.4%
CCc1ccc(NCc2ccc(OC)c(Cn3ccnc3)c2)cc1	5.4%	-16.5%	2.3	22.1%	1.3%	2.3%	-0.6%	-13.7%	-13.2%
COc1cc(CCC(=O)Nc2ccncc2Cl)cc(OC)c1OC	-4.4%	-10.9%	-7.1	-8.2%	-2.9%	0.8%	-3.6%	5.2%	1.7%
COc1ccc(OC)c(C2SCCN2S(C)(=O)=O)c1 (stereo not given)	-3.2%	-7.7%	-6.9	-8.2%	0.4%	1.5%	-9.8%	-3.7%	8.5%
COc1cccc(NC(=O)CCNC(=O)Cn2cnc3ccccc3c2=O)c1	-2.4%	?	-1.8	2.7%	2.0%	1.5%	-3.9%	15.1%	-7.3%
O=C1S/C(=C/c2ccccc2)C(=O)N1CC(O)Cn1c2ccccc2c2ccccc21 (stereo not given)	-2.5%	-22.3%	0.4	-13.3%	-5.9%	-11.9%	-6.7%	-30.3%	7.7%
COc1cccc(NC(=O)Cn2cc(C(=O)c3ccco3)c3ccccc32)c1	-1.5%	?	1.1	15.9%	-2.3%	-12.2%	0.3%	-10.3%	-13.8%
CCOc1cc(C(=S)N2CCCC2)ccc1OC(=O)Cc1ccc(F)cc1	-3.6%	-17.3%	-0.8	23.2%	-0.1%	2.6%	-2.2%	6.0%	3.0%
CCc1c(C)nc(SC)n(CC#N)c1=O	-4.7%	-10.3%	-7.3	-6.4%	1.0%	6.8%	-8.7%	-27.3%	10.3%
CCC(C)NS(=O)(=O)c1ccc(OCC(=O)NCc2cccnc2)cc1 (stereo not given)	-5.8%	-11.4%	-5.7	-8.7%	-0.2%	3.1%	-4.0%	-4.0%	-5.9%
CN(CCNC(=O)c1ccc(N2CCCC2=O)cc1)CCc1ccccc1	0.5%	-17.0%	-7.4	-27.7%	-2.9%	1.3%	2.0%	-14.0%	-1.2%
CC1CCCN(S(=O)(=O)c2ccc(-c3ccc(=O)[nH]n3)o2)C1 (stereo not given)	-2.4%	-16.0%	0.0	-14.3%	1.2%	13.1%	3.7%	-14.6%	6.9%
Cc1cccc(NC(=S)N(C)C2(c3ccccc3Cl)CCCCC2=O)c1 (stereo not given)	-2.2%	-11.9%	-5.9	18.4%	-0.6%	3.3%	6.9%	13.7%	-0.6%
Cc1ccc(-n2nnnc2SCC(=O)N2CCN(C(=O)c3ccco3)CC2)c(C)c1	-5.1%	-21.4%	-2.9	-1.3%	-0.3%	-2.0%	-0.6%	34.3%	3.5%
COc1ccc(-n2cc(CNCCc3nc(C)cc(C)n3)c(-c3ccccc3Cl)n2)cc1	-1.1%	-12.5%	-5.7	-54.2%	-0.3%	-3.9%	4.6%[57.1 µM]	-39.9%	4.3%

This is a subset; rates above refer to the full screens.
